# Bioassay records (PubChem BioAssay)
# MsrA act: bovine methionine sulfoxide reductase A activation. purified bovine MsrA, absorbance read-out. activation, % at 10.6 µM. 360,000 tested, 0.3% active. AID 602163; in the data active = activation above about 7.5%;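 also: 0% = vehicle and 100% = reference activator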
# eLon inh: E. coli protease La inhibition | 360,000 tested, 0.42% active | inhibition, % at 7.94 µM | P0A9M0 | purified E. coli Lon protease, fluorescence polarization; in the data active = inhibition above about 13%, passing the limit was not always enough;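 also: 0% = enzyme with probe and DMSO and 100% = no enzyme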
# Target sequence (P0A9M0 whole entry, looked up): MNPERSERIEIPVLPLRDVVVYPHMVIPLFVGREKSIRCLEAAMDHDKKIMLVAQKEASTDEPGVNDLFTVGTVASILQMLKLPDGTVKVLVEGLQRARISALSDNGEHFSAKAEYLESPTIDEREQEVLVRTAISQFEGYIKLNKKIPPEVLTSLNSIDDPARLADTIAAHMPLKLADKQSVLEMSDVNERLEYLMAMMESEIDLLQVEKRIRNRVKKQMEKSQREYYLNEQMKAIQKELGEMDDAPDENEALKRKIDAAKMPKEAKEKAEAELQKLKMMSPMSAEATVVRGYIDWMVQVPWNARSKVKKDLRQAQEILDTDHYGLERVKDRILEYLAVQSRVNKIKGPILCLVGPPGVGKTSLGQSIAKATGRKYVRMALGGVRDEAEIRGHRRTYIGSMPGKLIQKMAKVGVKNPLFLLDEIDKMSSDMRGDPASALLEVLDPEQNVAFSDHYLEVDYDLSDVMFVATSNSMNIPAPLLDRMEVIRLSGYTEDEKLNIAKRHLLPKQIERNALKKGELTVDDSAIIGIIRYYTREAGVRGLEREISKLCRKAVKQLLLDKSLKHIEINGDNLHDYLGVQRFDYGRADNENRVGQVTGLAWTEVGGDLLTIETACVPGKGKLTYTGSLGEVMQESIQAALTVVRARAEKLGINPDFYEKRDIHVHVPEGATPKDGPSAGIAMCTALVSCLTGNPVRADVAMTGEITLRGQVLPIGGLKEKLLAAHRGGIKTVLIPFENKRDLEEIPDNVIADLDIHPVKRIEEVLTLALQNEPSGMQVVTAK
# MsrA inhibitor: bovine MsrA inhibition; purified bovine MsrA, absorbance read-out; inhibition, % at 15.5 µM; 360,000 tested, 0.75% active; AID 651718; in the data active = inhibition above about 4.5%;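 also: 0% = vehicle wells with enzyme and 100% = reference inhibitor wells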
# NRP1-CendR mod: NRP-1/CendR interaction modulation; AID 602438; O14786; 360,000 tested, 0.85% active; inhibition, % at 25 µM; FAM-RPARPAR peptide binding to NRP-1, fluorescence polarization;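 active = inhibition or corrected inhibition above about 18%, plus a signal ratio from 0.5 to 1.5, limit read from the data, passing the limit was not always enough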; also: strong numbers were not always called active
# TbMetRS inhib: Trypanosoma brucei MetRS inhibition; purified T. brucei MetRS, ATP depletion, Kinase-Glo luminescence; inhibition, % at 11.9 µM; 360,000 tested, 0.4% active;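 active = inhibition above a per-plate cutoff of the control wells' mean inhibition plus 3 SD, cut at about 5.5% in these data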;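 also: 0% = DMSO wells median and 100% = median of wells with control inhibitor compound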
#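 Material – parasite MetRS enzyme · Medium – HEPES-MgCl2-KCl buffer plus DTT, spermine, BSA, pyrophosphatase · Reagent – ATP, methionine and E. coli bulk tRNA substrates · Times – 15 min enzyme-compound preincubation, 2 h reaction, 10 min detection, 25 °C · Measured by – luminescence of leftover ATP · Evaluation – percent inhibition relative to median high and low control wells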
# MT1-MMP act inh: blocks activation of human MT1-MMP. P50281. HT1080 RFP-PRO-GFP cells, GFP/RFP ratio fluorescence, overnight; percent of plate control window, DMSO zero. GFP/RFP ratio change, % at 20 µM. 360,000 tested, 0.061% active. AID 651647;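 active = GFP/RFP ratio change of at least 30% with cell ATP level not reduced by more than half and red fluorescence within 50% of control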; also: strong numbers were not always called active
#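 Assay system: HT1080 RFP-PRO-GFP cells | Dosing: 20 µM single dose, 1% DMSO | Incubation: Cells overnight before dosing, compound overnight, 37 °C, 5% CO2 | Evaluation: GFP/RFP fluorescence ratio | Control set: DMSO-only wells and HT1080 RFP-L50D-GFP cell wells as references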
# SKN-1 block: inhibitors of C. elegans SKN-1 | C. elegans VP596 Pgst-4::GFP/RFP ratio, acrylamide-induced, 24 h | inhibition, % at 21.8 µM | 360,000 tested, 0.49% active;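 active = interference check ratio from 0.5 to 1.5 plus GFP to RFP signal ratio inhibition reaching or exceeding a fixed threshold, cut at about 30% in these data, passing the limit was not always enough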; also: some compounds called inactive have numbers as strong as hits
# FAS TE block: blocks the thioesterase domain of human fatty acid synthase | P49327 | recombinant FAS-TE, OMFH fluorogenic substrate, fluorescence endpoint | inhibition, % at 15 µM | 360,000 tested, 0.67% active;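 active = compounds whose normalised, plate-corrected inhibition of enzyme fluorescence in the single-dose primary screen is 50% or more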;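 also: 0% = DMSO with enzyme and 100% = substrate without enzyme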
# MLLE-PAM2 inh: blocks PAM2 peptide binding to the PABP1 MLLE domain; GST-MLLE / FITC-PAM2 fluorescence polarization; AID 588489; P11940; 360,000 tested, 0.36% active; inhibition, % at 20 µM; in the data active = inhibition above about 35%, passing the limit was not always enough;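 also: plate controls were DMSO wells with GST-MLLE for no effect and wells lacking GST-MLLE protein for full effect; some results filed as inactive read as strong as hits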
# Active calls of the source: *.
[1] COc1cc2c(cc1OC)CN(Cc1cc(=O)oc3cc(C)c(C)cc13)CC2
[2] O=C1CC(NS(=O)(=O)c2cccnc2)CN1c1cccc(F)c1 (stereo unspecified)
[3] COc1ccc(CC(=O)N2CCN(c3ccccc3OC)CC2)cc1OC
[4] Cn1c(=O)[nH]c(=O)c2c1nc(NCc1ccco1)n2CCCc1ccccc1
[5] COc1ccc(OC2CCN(S(=O)(=O)c3ccc(OC)c(OC)c3)CC2)cc1
[6] COc1ccc(NC(=O)Cc2ccc(Cl)cc2)cc1S(=O)(=O)N1CCCCC1
[7] COc1ccc(NC(=O)N2CCc3ccccc32)cc1
[8] COc1cc2cc(CCO)oc(=O)c2cc1OC

Assay by compound	1	2	3	4	5	6	7	8
MsrA act	-1	-2	-4	2	-10	-1	-3	-7
eLon inh	-6	-5	-12	6	1	1	6	-5
MsrA inhibitor	0.8	-0.6	-0.1	0.6	-0.1	-0.9	-0.7	0.2
NRP1-CendR mod	-12	4	-11	0	2	2	16	12
TbMetRS inhib	0.8	-0.4	-1.0	-0.4	-1.8	-0.5	-0.9	-0.5
MT1-MMP act inh	5	1	3	-2	5	3	-12	5
SKN-1 block	10	17	1	-2	6	-3	9	-8
FAS TE block	8	-10	-3	-1	18	14	-3	-7
MLLE-PAM2 inh	-10	5	5	0	11	-39	-6	11

[9] Cc1cc(OCC(=O)NC(Cc2ccc(Cl)cc2)C(=O)O)c2c(C)c(C)c(=O)oc2c1 (stereo unspecified)
[10] CC(C)NC(=O)NC(=O)COC(=O)c1cccc(OC(F)F)c1
[11] COc1ccc(CCNC(=O)Nc2cccc([N+](=O)[O-])c2)cc1
[12] COc1ccc(-c2nnn(CC(=O)N(C3CCCC3)C(C)C(=O)NC3CCCC3)n2)cc1OC (stereo unspecified)
[13] O=C(CSc1n[nH]c(-c2cccs2)n1)N1CCCc2ccccc21
[14] CN1N=C2c3ccccc3CCC2C1c1ccc(F)cc1 (stereo unspecified)
[15] CCC(C)c1ccc(OCC(=O)O)cc1 (stereo unspecified)
[16] CCCN(CC(=O)Nc1ccccc1C)C(=O)/C=C/c1ccc(S(=O)(=O)N2CCCCCC2)cc1

Assay by compound	9	10	11	12	13	14	15	16
MsrA act	-1	-2	-2	0	-1	0	-1	-1
eLon inh	-6	9	-1	3	-3	-2	-2	-11
MsrA inhibitor	1.9	1.6	-0.1	1.5	-1.9	-0.4	-0.2	1.9
NRP1-CendR mod	-2	21	5	5	-9	12	2	1
TbMetRS inhib	-0.5	-0.2	0.4	-1.1	1.1	0.1	-0.4	0.0
MT1-MMP act inh	2	-3	4	-4	1	1	2	-6
SKN-1 block	8	-2	1	27	-1	17	-11	-10
FAS TE block	18	2	41	0	-8	1	-5	15
MLLE-PAM2 inh	4	11	1	4	-18	-16	5	-9

[17] O=C1NC(=O)C(=Cc2ccco2)S1
[18] C[C@@H]1CN([C@@H](C)CO)C(=O)c2cc(C#Cc3cccc(F)c3)cnc2O[C@@H]1CN(C)CC1CCOCC1
[19] O=C(Nc1ccc(-c2csc(Nc3cccc(C(F)(F)F)c3)n2)cc1)c1ccccc1
[20] CCOc1ccc(N2C(=O)CS/C2=N/NC(=O)COc2ccc3ccccc3c2)cc1
[21] CC1(C2CCC3C4CCC5CC6(CCC5(C)C4C(=O)CC32C)OCCO6)OCCO1 (stereo unspecified)
[22] CCOC(=O)N1CCN(S(=O)(=O)c2ccc(C)c(C(=O)NC3CCCCC3)c2)CC1
[23] CNC(=S)Nc1cccc(C(C)=O)c1
[24] COc1ccc(Cn2c(=O)[nH]c3cc(C(=O)Nc4ccccc4C)ccc32)cc1

Assay by compound	17	18	19	20	21	22	23	24
MsrA act	-9	-1	0	-13	-7	1	-2	0
eLon inh	7	-3	9	-11	-5	2	1	-7
MsrA inhibitor	4.0	0.1	1.1	0.8	0.4	-0.3	-0.4	0.8
NRP1-CendR mod	-4	-10	-13	15	-12	7	2	17
TbMetRS inhib	0.5	1.4	0.3	-1.2	-0.4	-0.5	-0.4	0.6
MT1-MMP act inh	5	-3	11	2	1	-3	1	2
SKN-1 block	-5	0	16	-2	-15	-9	-9	13
FAS TE block	-4	-3	34	2	6	-2	-8	2
MLLE-PAM2 inh	3	-55	15	-105	5	-1	29	4

[25] Cc1ccc(N2CCN(/N=C/c3ccccc3)CC2)cc1
[26] O=C(O)[C@H]1CC=C[C@H]2CCN(Cc3ccc(Cl)c(Cl)c3)C(=O)[C@@H]12
[27] Cn1c2c(c3ccccc31)CCN=C2c1ccccc1
[28] O=C(Oc1ccc2c(=O)c(Cl)coc2c1)c1cccnc1

Assay by compound	25	26	27	28
MsrA act	-1	-5	-2	-13
eLon inh	-7	-3	-10	-6
MsrA inhibitor	0.2	0.8	0.5	2.9
NRP1-CendR mod	-8	-10	10	1
TbMetRS inhib	-0.8	-1.1	0.0	-0.6
MT1-MMP act inh	4	2	2	3
SKN-1 block	0	16	13	11
FAS TE block	0	-11	0	0
MLLE-PAM2 inh	5	0	2	13

# Filtered by structure: the compounds so far with a halogen
[2] O=C1CC(NS(=O)(=O)c2cccnc2)CN1c1cccc(F)c1 (stereo unspecified)
[6] COc1ccc(NC(=O)Cc2ccc(Cl)cc2)cc1S(=O)(=O)N1CCCCC1
[9] Cc1cc(OCC(=O)NC(Cc2ccc(Cl)cc2)C(=O)O)c2c(C)c(C)c(=O)oc2c1 (stereo unspecified)
[10] CC(C)NC(=O)NC(=O)COC(=O)c1cccc(OC(F)F)c1
[14] CN1N=C2c3ccccc3CCC2C1c1ccc(F)cc1 (stereo unspecified)
[18] C[C@@H]1CN([C@@H](C)CO)C(=O)c2cc(C#Cc3cccc(F)c3)cnc2O[C@@H]1CN(C)CC1CCOCC1
[19] O=C(Nc1ccc(-c2csc(Nc3cccc(C(F)(F)F)c3)n2)cc1)c1ccccc1
[26] O=C(O)[C@H]1CC=C[C@H]2CCN(Cc3ccc(Cl)c(Cl)c3)C(=O)[C@@H]12
[28] O=C(Oc1ccc2c(=O)c(Cl)coc2c1)c1cccnc1

Assay by compound	2	6	9	10	14	18	19	26	28
MsrA act	-2	-1	-1	-2	0	-1	0	-5	-13
eLon inh	-5	1	-6	9	-2	-3	9	-3	-6
MsrA inhibitor	-0.6	-0.9	1.9	1.6	-0.4	0.1	1.1	0.8	2.9
NRP1-CendR mod	4	2	-2	21	12	-10	-13	-10	1
TbMetRS inhib	-0.4	-0.5	-0.5	-0.2	0.1	1.4	0.3	-1.1	-0.6
MT1-MMP act inh	1	3	2	-3	1	-3	11	2	3
SKN-1 block	17	-3	8	-2	17	0	16	16	11
FAS TE block	-10	14	18	2	1	-3	34	-11	0
MLLE-PAM2 inh	5	-39	4	11	-16	-55	15	0	13
